Screens deposited in PubChem by several laboratories.
Mtb BioA inh = M. tuberculosis BioA enzyme inhibitors, primary screen, biochemical, plate reader, single point, HTS. 7,8-diaminopelargonic acid synthase BioA (Mycobacterium tuberculosis). purified M. tuberculosis BioA enzyme. inhibition, % at 9.99 µM. 0.096% of 360,000 active; in the data active means inhibition above about 40%; inconclusive means no clear call, values can overlap the other calls
Rv3671c protease = Rv3671c serine protease inhibitors, primary screen, biochemical, fluorescence polarization, M. tuberculosis H37Rv | inhibition, % at 5.96 µM | 0.048% of 320,000 active | AID 2606, 2010; in the data active means inhibition above about 38%;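 further: extracellular domain of Rv3671c used as enzyme; 0% = enzyme with DMSO and 100% = no enzyme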
MazEF act = activators of E. coli MazEF toxin-antitoxin RNase, primary screen, biochemical, fluorescence, uHTS; 0.32% of 350,000 active; Endoribonuclease toxin MazF (Escherichia coli (strain K12)), P0AE70; activation, % at 20 µM; FAM/BHQ RNA-DNA oligo cleavage fluorescence, 5 h; in the data active means activation above about 50%
Target sequence (P0AE70 whole entry, looked up): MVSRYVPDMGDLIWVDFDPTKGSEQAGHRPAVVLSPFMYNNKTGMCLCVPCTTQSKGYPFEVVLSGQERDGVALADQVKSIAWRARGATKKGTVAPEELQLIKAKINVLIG
FadD28 FP inh = inhibitors of FadD28 bisubstrate probe binding, primary screen, biochemical, fluorescence polarization, single point. Mycobacterium tuberculosis FadD28 fatty-acid-AMP ligase. inhibition, % at 12.5 µM. 0.22% of 360,000 active. AID 588549, 2011; in the data active means inhibition above about 8.5%, passing the limit was not always enough; inconclusive means no clear call, values can overlap the other calls
GDH-TPI inh = GDH-TPI coupling enzyme inhibitors, primary screen, artefact control for M. tuberculosis FBA inhibitor project, biochemical, absorbance, full deck | GDH-TPI coupled enzyme counterscreen, NADH absorbance | inhibition, % at 4.8 µM | 1.2% of 360,000 active | AID 588335, 2011; in the data active means inhibition above about 30%;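 further: 0% = DMSO wells and 100% = wells lacking the enzyme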
FBA Mtb inh = Mtb FBA enzyme inhibitors, primary screen, biochemical, fluorescence, strain H37Rv; Fructose-bisphosphate aldolase (Mycobacterium tuberculosis (strain ATCC 25618 / H37Rv)), …; purified M. tuberculosis FBA, fluorescence read-out; inhibition, % at 1 µM; 2.3% of 360,000 active; in the data active means inhibition above about 27%;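 further: 0% = vehicle and 100% = reference inhibitor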
Target sequence (P9WQA3 whole entry, looked up): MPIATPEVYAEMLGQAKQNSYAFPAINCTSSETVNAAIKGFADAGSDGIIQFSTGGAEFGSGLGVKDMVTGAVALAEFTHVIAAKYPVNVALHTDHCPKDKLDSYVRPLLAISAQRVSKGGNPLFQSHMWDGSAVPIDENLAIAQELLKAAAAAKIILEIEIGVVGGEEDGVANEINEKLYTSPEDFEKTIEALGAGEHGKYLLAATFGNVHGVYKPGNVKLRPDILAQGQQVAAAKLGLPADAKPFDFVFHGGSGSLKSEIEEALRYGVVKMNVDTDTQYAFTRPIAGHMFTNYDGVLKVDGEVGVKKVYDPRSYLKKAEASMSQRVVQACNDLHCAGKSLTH
UGM FP inh = M. tuberculosis UGM enzyme inhibitors, primary screen, biochemical, fluorescence polarization, single point; purified UGM, fluorescence polarization probe displacement; inhibition, % at 10 µM; 0.06% of 320,000 active; AID 504406, 2011; in the data active means inhibition above about 10%, passing the limit was not always enough; inconclusive means no clear call, values can overlap the other calls
Target sequence (P9WIQ1 whole entry, looked up): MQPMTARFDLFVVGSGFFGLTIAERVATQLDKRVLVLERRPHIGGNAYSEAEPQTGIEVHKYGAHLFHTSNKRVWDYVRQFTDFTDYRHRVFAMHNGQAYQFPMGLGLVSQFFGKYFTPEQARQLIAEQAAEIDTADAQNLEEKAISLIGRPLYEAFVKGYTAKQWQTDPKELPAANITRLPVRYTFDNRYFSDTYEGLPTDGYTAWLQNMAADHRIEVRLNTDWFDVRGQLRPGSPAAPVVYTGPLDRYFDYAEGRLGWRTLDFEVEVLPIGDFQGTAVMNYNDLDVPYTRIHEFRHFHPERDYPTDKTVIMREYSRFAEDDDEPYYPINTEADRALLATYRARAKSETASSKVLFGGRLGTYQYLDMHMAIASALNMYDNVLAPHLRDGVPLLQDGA
PrPC TRFRET = inhibitors of human cell surface prion protein PrPC, primary screen, cell-based, TR-FRET; inhibition, % at 13.8 µM; Major prion protein (Homo sapiens), P04156; 0.43% of 370,000 active; TR-FRET read-out; in the data active means inhibition above about 24%; further: 0% = median of the test wells and 100% = reference compound wells
BoNT-F LC inh = BoNT/F light chain protease inhibitors, primary screen, biochemical, flow cytometry, MLPCN library | Multiplex microsphere protease cleavage assay | inhibition, % at 10 µM | 0.22% of 360,000 active; in the data active means inhibition above about 35%, passing the limit was not always enough; inconclusive means no clear call, values can overlap the other calls; further: plate controls were buffer without enzyme for full effect and enzyme alone for no effect
Numbers without * were called inactive; ? = inconclusive; . = not tested or not shown.

SMILES	Mtb BioA inh	Rv3671c protease	MazEF act	FadD28 FP inh	GDH-TPI inh	FBA Mtb inh	UGM FP inh	PrPC TRFRET	BoNT-F LC inh
CCc1nnc(NC(=O)C2CCN(c3nc(C)cc(C)n3)CC2)s1	0.2	0	9	-1.7	1	4	2.1	5	-6
Nc1[nH]ncc1C(=O)Nc1cccc(C(F)(F)F)c1	-1.3	0	-7	.	-8	6	-1.0	2	1
CN(Cc1cccnc1)C(=O)CC1C(=O)NCCN1Cc1ccc(-c2ccccc2)cc1 (stereo not given)	.	-6	9	-3.2	-9	6	0.4	7	-6
CC(C)CCN(C)C1CCN(S(=O)(=O)c2cccc(C(F)(F)F)c2)CC1	0.3	-1	9	-0.8	7	0	2.7	.	-10
O=C(C(=O)c1ccc(O)cc1)c1ccccc1	.	1	4	-1.0	19	0	0.9	5	-3
CCc1cc2c(Nc3ccc(O)cc3)nc(C)nc2s1	9.2	0	10	2.1	15	-1	2.4	1	?
COc1ccc(C(=O)Nc2cc(OC)c(NC(=O)c3ccco3)cc2OC)cc1	.	8	-1	-1.7	10	0	-0.2	0	-25
C/C(=N\NC(=O)c1nn(C)cc1Br)c1cccc(NC(=O)C2CCCC2)c1	4.1	-1	3	0.9	10	3	-2.7	1	-6
CC(=O)c1cccc(N(CC(=O)Nc2cccnc2)S(C)(=O)=O)c1	5.1	-7	-1	-4.7	4	-2	-0.4	-2	-14
COc1ccc(OC)c(S(=O)(=O)NC(C)c2cnn(-c3ccccn3)c2C)c1 (stereo not given)	-2.8	-10	-3	1.5	11	4	4.1	-5	-1
C=C(C)COc1ccc(-c2[nH]ncc2-c2ccc(OC)cc2)c(O)c1	.	14	-5	-11	-6	1	-0.7	10	-1
COc1ccc(OC)c(NC(=O)c2cccnc2)c1	18	0	14	-4.0	-11	0	0.2	-2	-47
Nc1c(C(=O)Nc2cccc(F)c2)nnn1-c1ccc2c(c1)OCCO2	-2.1	-9	0	0.9	1	2	0.2	5	0
Cc1nnc(N/N=C/c2ccc(Br)cc2)n1N	-2.0	-17	-1	-0.7	-15	-44	0.5	-6	?
COC(=O)c1ccc(-c2nc3ccc(C)cc3o2)cc1	-1.1	1	3	-0.5	10	32*	-0.3	-6	-10
C[C@@H]1COC(=O)[C@@H](CC(=O)OC(C)(C)C)C/C=C\C[C@H](CC(=O)NCCO)C(=O)N1	-1.6	0	3	-2.9	2	0	2.4	-6	-10
CC(COc1ccc(C(C)C)cc1)NC(=O)c1ccc(Br)o1 (stereo not given)	0.6	3	.	-4.3	-2	0	-1.2	8	-9
N#CC(c1ccc(F)cc1)c1ccc(C(=O)c2ccccc2)cc1 (stereo not given)	-2.4	-1	-7	-5.6	-11	-2	0.8	8	-9
COc1cc(NC(=O)Cn2nnc(-c3ccccc3N)n2)cc(OC)c1	2.1	-17	3	-5.3	0	-2	0.8	7	-7
CN(C(=O)c1ccc(N2CCCCC2)c([N+](=O)[O-])c1)C1(C)CCS(=O)(=O)C1 (stereo not given)	2.9	3	10	-1.9	18	3	4.0	-14	4
Cc1ccc(S(=O)(=O)N(C)CC(=O)Nc2nnc(CC(C)C)s2)cc1	-0.6	-3	3	0.1	-2	4	1.7	-2	3
COc1cccc(CN(C)C(=O)C2CCCN(C(=O)c3ccc(Cl)cc3)C2)c1 (stereo not given)	0.0	.	8	-3.6	-2	-3	.	9	3
CCOc1ccc(Br)cc1S(=O)(=O)Nc1cccc(S(=O)(=O)N(C)c2ccccc2)c1	14	-42	7	-2.0	-7	-5	0.3	9	-2
COc1cc(/C=C/C(=O)O)cc(S(=O)(=O)Nc2ccc(S(=O)(=O)N3CCCCC3)cc2)c1OC	-0.5	.	3	0.4	8	5	.	-5	3
CC(C)=CCN1CCN(Cc2cc(C(C)C)n[nH]2)CC1CCO (stereo not given)	0.2	-5	1	0.0	-8	2	3.2	-5	-1
CCN(CC)C(=O)CSc1ncnc2c1nnn2-c1ccc(OC)cc1	0.3	2	-2	-2.0	5	5	0.0	.	4
CCC[N+](CC#Cc1ccccc1)(CCC)CC(=O)OC	.	-4	3	-1.0	6	1	-2.8	1	-14
O=c1c(-c2n[nH]c(=S)n2-c2ccccc2)cccn1Cc1cccc(Cl)c1	.	11	6	0.6	3	-2	-0.6	0	3
O=C(Cc1ccccc1)Nc1c(Cl)ccc2nsnc12	-9.4	3	1	-1.1	10	0	3.1	-28	-4
CC1CCc2nc(/C(C#N)=C/c3ccncc3)sc2C1 (stereo not given)	.	2	4	-1.8	9	28*	3.1	-13	-2
O=S(=O)(NC1CCN(Cc2ccccc2)CC1)c1ccc(Cl)cc1	0.0	6	-2	-0.5	7	6	1.4	1	0
CCOC(=O)C1(Cc2ccccc2C(F)(F)F)CCN(Cc2ccc(COC)o2)CC1	2.0	-11	-2	0.0	9	2	1.0	7	0
Cc1ccc(-c2csc(C3=C(O)CN(NC(=O)c4ccco4)C3=N)n2)cc1	.	-2	-1	-0.2	25	-2	1.3	6	-7
COc1ccc2c(=O)c(Oc3ccc(C(=O)O)cc3)c(C(F)(F)F)oc2c1	.	-3	4	-2.9	-5	3	0.6	5	-4
CCOC(=O)c1c(C)[nH]c(C)c1C(=O)COC(=O)CNC(=O)c1ccc(OCC)cc1	-1.7	1	1	0.2	10	8	3.8	-3	-8
CCn1c(NCc2cc(Cl)ccc2O)nc2ccccc21	1.8	14	1	-3.7	8	2	2.3	-6	-2
N#C/C(=C/c1cc(Br)cs1)C(=O)NCC1CCCO1 (stereo not given)	-3.0	1	7	-0.6	25	-3	-1.5	-1	15
Cc1cc(N2CCN(c3nc(-c4ccc([N+](=O)[O-])cc4)cs3)CC2)c2ccccc2n1	.	6	-4	-1.9	12	-1	1.0	1	-11
CCCCC(=O)C1CCN(Cc2ccccc2)CC1	-0.2	-3	-22	-2.1	-9	7	-2.1	-9	33
COc1ccc(/C=C2/Sc3ccc(C(=O)N4CCOCC4)cc3NC2=O)cc1OC	-1.7	-1	1	0.6	9	3	2.0	0	6
CCOC(=O)N1CCC(NC(=O)CS(=O)(=O)Cc2nc(-c3ccccc3C)oc2C)CC1	-0.1	-6	11	-0.7	-5	1	1.9	-6	-8
OC(c1ccccc1)(c1ccccc1)C1CCN(C(=S)NCCc2ccccc2)CC1	.	-13	14	-3.6	6	-10	-1.8	-3	-2
Cc1c(N2C(=O)C3C4C=CC(C4)C3C2=O)c(=O)n(-c2ccccc2)n1C (stereo not given)	.	4	0	-1.8	9	1	-1.5	-1	?
O=C(O)c1cc2ccc3cccc4ccc(c1)c2c34	0.0	-5	-6	-1.7	27	168*	-0.2	0	0
COc1ccc(C(CCN2CCOCC2)c2c(OC)cc(OC)c3c(C)cc(=O)oc23)cc1 (stereo not given)	0.6	2	7	-3.4	12	4	-0.3	-10	-3
Cc1ccccc1NC(=O)CSc1nnc(NC(=O)c2ccco2)s1	0.9	-11	3	-0.2	20	-1	0.2	5	2
O=C1NC(c2ccco2)Nc2ccccc21 (stereo not given)	-2.4	1	15	-3.0	2	43*	-1.1	9	-14
N#Cc1ccc(CSc2nnc(-c3ccccn3)n2-c2ccc(Cl)cc2)cc1	2.7	-7	-4	-2.5	6	-1	0.3	9	8
N#CCCN(CCC#N)C(=O)c1ccc2c(c1)OCO2	.	-2	-5	1.1	5	-1	2.7	2	4
CCOC(=O)[C@@H]1[C@H]2COc3ccc(Br)cc3[C@H]2N2C(=O)N(c3ccc(C)cc3)C(=O)[C@]12C	-0.5	-7	1	-2.4	-1	2	-1.7	4	-2
Following part
SMILES	Mtb BioA inh	Rv3671c protease	MazEF act	FadD28 FP inh	GDH-TPI inh	FBA Mtb inh	UGM FP inh	PrPC TRFRET	BoNT-F LC inh
Fc1ccc(-c2ccc3c(c2)C2CC3CCN2)cc1 (stereo not given)	66*	.	-4	-1.6	4	7	.	1	-17
Cc1c(C)c2ccc(OCC(=O)N3C[C@H]4C[C@@H](C3)c3cccc(=O)n3C4)c(C)c2oc1=O	3.5	1	-2	-2.6	14	34*	3.6	0	-3
O=C(CCNS(=O)(=O)c1ccccc1C(F)(F)F)N1CCN(c2ccccc2O)CC1	.	3	4	-2.0	-5	2	-0.2	1	-10
O=C(c1cccc(S(=O)(=O)NCc2ccccc2)c1)N1CCCCC1	-0.8	-2	4	-1.3	-4	-1	-0.9	6	-64
O=C(NCC1CCCO1)c1cccc(N2CCCC2=O)c1 (stereo not given)	0.1	-3	5	-0.1	3	4	1.7	7	.
COC(=O)c1ccc2nc(C3CCCCC3)c(CC(C)(C)C)n2c1	-1.8	.	.	-2.7	.	0	.	14	-2
COc1ccc(CCN2CC(C(=O)N(C)Cc3c(C)n[nH]c3C)CCC2=O)cc1 (stereo not given)	-2.5	.	1	-1.2	5	-1	.	-3	-1
O=S(=O)(c1ccc(N2CCN(CCO)CC2)nc1)N1CCOCC1	0.1	-2	-10	-1.2	6	3	-1.7	3	5
CCn1ncc(Cl)c1C(=O)Nc1cc(Cl)ccc1Cl	-0.6	0	-5	-0.2	7	1	5.8	-3	-2
COc1ccc(C=NCCCN2CCOCC2)cc1	-1.1	-10	1	-2.5	7	2	1.8	-5	-6

By substructure, those above with a CF3 group
SMILES	Mtb BioA inh	Rv3671c protease	MazEF act	FadD28 FP inh	GDH-TPI inh	FBA Mtb inh	UGM FP inh	PrPC TRFRET	BoNT-F LC inh
Nc1[nH]ncc1C(=O)Nc1cccc(C(F)(F)F)c1	-1.3	0	-7	.	-8	6	-1.0	2	1
CC(C)CCN(C)C1CCN(S(=O)(=O)c2cccc(C(F)(F)F)c2)CC1	0.3	-1	9	-0.8	7	0	2.7	.	-10
CCOC(=O)C1(Cc2ccccc2C(F)(F)F)CCN(Cc2ccc(COC)o2)CC1	2.0	-11	-2	0.0	9	2	1.0	7	0
COc1ccc2c(=O)c(Oc3ccc(C(=O)O)cc3)c(C(F)(F)F)oc2c1	.	-3	4	-2.9	-5	3	0.6	5	-4
O=C(CCNS(=O)(=O)c1ccccc1C(F)(F)F)N1CCN(c2ccccc2O)CC1	.	3	4	-2.0	-5	2	-0.2	1	-10

Next entries follow.
SMILES	Mtb BioA inh	Rv3671c protease	MazEF act	FadD28 FP inh	GDH-TPI inh	FBA Mtb inh	UGM FP inh	PrPC TRFRET	BoNT-F LC inh
CCCCC(=O)Oc1ccccc1C1SCc2cc(C)c(C)cc2CS1	-2.9	-9	-28	-4.5	-2	-3	-2.6	-1	5
Cc1onc(-c2ccc3c(c2)OCO3)c1-c1ccc2[nH]ccc2c1	-5.9	-19	6	-1.9	4	-1	2.9	11	-1
Cc1noc(C)c1S(=O)(=O)N1CCCN(C(=O)/C=C/c2ccccc2F)CC1	6.3	11	-3	-3.3	3	-2	0.8	-6	-10
CCOc1ccc(C(=O)NCC(=O)OCc2c(C)noc2C)cc1OCC	.	2	2	0.0	-1	2	1.8	-1	0
CCOC(=O)C1CCN(c2nc(C)cc(C)c2C#N)CC1	.	5	-3	-2.9	0	28*	-1.1	7	1
O=C(/C=C/c1ccccc1)NC(=S)NNS(=O)(=O)c1ccccc1	.	4	-15	-4.1	10	1	-1.4	-8	3
COCCCNC(=O)Cn1cnc2sc(C)c(S(=O)(=O)N3CC(C)CC(C)C3)c2c1=O (stereo not given)	-0.8	-2	2	-3.0	-6	2	0.6	.	-6
Cc1cccc(NC(=O)CNC(=O)c2ccc(S(=O)(=O)NCc3ccco3)cc2)c1C	-1.5	.	-1	-0.9	-4	2	.	-8	3
O=C(OCC(=O)c1ccc(Br)s1)c1ccc(O)cc1	-0.2	-3	3	-2.5	0	0	-1.3	5	.
CC(=O)Nc1ccc(NC(=O)COC(=O)c2ccc(Cl)nc2)cc1	0.1	.	6	-2.3	6	0	.	-1	-8
COc1ccc(N2CCN(S(=O)(=O)c3ccc(Cl)s3)CC2)cc1	.	-10	6	-2.0	4	-4	3.9	-4	-5
CCOC(=O)Cn1nnc(-c2ccc(OCC(C)C)cc2)n1	0.3	-8	1	0.9	4	2	0.6	-1	-11
